PolyA inhibitor: inhibitors of polyadenylation in S. cerevisiae; 300,000 tested, 0.02% active; calls only at 12 µM; S. cerevisiae SKY197-pL101 polyadenylation reporter, beta-gal luminescence; efflux-impaired pdr1/pdr3 knockout yeast; score 100 = 6 SD above DMSO; AID 1875;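 active = lowest replicate activity score at least 50, where 100 means six control SD above control mean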;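 also: yeast exposed to compound for 9 h at 30 °C; higher score means more reporter readthrough which indicates perturbed polyadenylation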
TRPC4 inh: inhibitors of mouse TRPC4 channel. Q9QUQ5. HEK293 TRPC4beta/mu-opioid, DAMGO-evoked Fluo4 calcium flux; stronger effect = lower value. B-score at 10 µM. 300,000 tested, 0.39% active;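 active = B-score over 3 SD under the library average, no early fluorescence shift, positive overall ratio signal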
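Signal: kinetic Fluo4 fluorescence imaging of calcium influx. Material: stable TRPC4beta/mu-opioid receptor HEK293 cells. Probe or stimulus: DAMGO in two steps, submaximal then maximal.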
KCNK3 block: human KCNK3 channel inhibition, primary screen. O14649. CHO-KCNK3 thallium flux, FluxOR fluorescence; stronger effect = lower value. B-score at 10 µM. 340,000 tested, 0.84% active. AID 602410;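 active = B-score under library mean minus 4 SD, starting fluorescence ratio at most library mean plus 5 SD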;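 also: more negative B-score means stronger inhibition of thallium flux through KCNK3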
KCNK9 block: inhibitors of human KCNK9 two-pore domain potassium channel. AID 488922. Q9NPC2. B-score at 10 µM. 310,000 tested, 1.2% active. HEK293 KCNK9, FluxOR thallium flux fluorescence; stronger effect = lower value;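 active = ratio B-score over 3 SD below the library mean, with starting fluorescence within 5 SD of its mean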;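 also: negative B-score means less thallium flux so channel inhibition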
DYRK1A inh: blocks rat Dyrk1A kinase activity; 310,000 tested, 0.43% active; ADP-Glo luminescence, NFATc1 peptide; inhibition, % at 12.5 µM; Q63470; in the data active = inhibition above about 50%;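 also: plate controls were vehicle with enzyme for no effect and no enzyme for full effect; many of its hits are not listed in these tables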
TRPC4 act: activators of mouse TRPC4 channel; HEK293 TRPC4beta/mu-opioid, Fluo4 calcium fluorescence; stronger effect = higher value; 310,000 tested, 0.49% active; B-score at 10 µM;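 active = B-score above 5 SD of library B-scores, and initial fluorescence ratio not above library mean plus 5 SD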;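 also: positive B-score marks a calcium rise read as TRPC4 activation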
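system = HEK293 cells stably co-expressing mouse TRPC4beta and mu-opioid receptor | schedule = Fluo4 dye loading 45 min at room temperature, 110 s recording | measure = B-scored integrated calcium fluorescence ratio | signal = Fluo4 calcium-sensitive dye fluorescence, kinetic, 1 Hz baseline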
Platelet DG rel: platelet dense granule release activity | human platelet-rich plasma, SFLLRN dense granule ATP release, luminescence | inhibition, %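 (compounds screened at 7.5 µM in platelet-rich plasma)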 | 300,000 tested, 0.22% active;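 active = mean replicate score, as percent of positive control, at or above 50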
KCNQ1 block: blocks the human KCNQ1 potassium channel; P51787; CHO-K1 KCNQ1, FluxOR thallium flux fluorescence; stronger effect = higher value; B-score at 10 µM; 310,000 tested, 1.3% active;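 active = compounds whose thallium flux B-score, printed positive for inhibition, exceeds three library SD while starting fluorescence stays within three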;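 also: channel opened by potassium depolarization with thallium stimulus after 20 min compound exposure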
hERG protect: compounds protecting human hERG from proarrhythmic drug block | activation (rescue from dofetilide block), less the hit threshold, % at 10 µM | AID 1511 | 310,000 tested, 0.51% active | CHO-hERG, FluxOR thallium flux, dofetilide IC70 present | Q12809;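 active = activation above the mean of controls blocked by dofetilide plus 5 SD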;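 also: thallium influx through hERG after potassium depolarization seen as dye fluorescence rise; in these data hits start at about 4.7%; inactives centre near -7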
Target sequence (Q12809 whole entry, looked up): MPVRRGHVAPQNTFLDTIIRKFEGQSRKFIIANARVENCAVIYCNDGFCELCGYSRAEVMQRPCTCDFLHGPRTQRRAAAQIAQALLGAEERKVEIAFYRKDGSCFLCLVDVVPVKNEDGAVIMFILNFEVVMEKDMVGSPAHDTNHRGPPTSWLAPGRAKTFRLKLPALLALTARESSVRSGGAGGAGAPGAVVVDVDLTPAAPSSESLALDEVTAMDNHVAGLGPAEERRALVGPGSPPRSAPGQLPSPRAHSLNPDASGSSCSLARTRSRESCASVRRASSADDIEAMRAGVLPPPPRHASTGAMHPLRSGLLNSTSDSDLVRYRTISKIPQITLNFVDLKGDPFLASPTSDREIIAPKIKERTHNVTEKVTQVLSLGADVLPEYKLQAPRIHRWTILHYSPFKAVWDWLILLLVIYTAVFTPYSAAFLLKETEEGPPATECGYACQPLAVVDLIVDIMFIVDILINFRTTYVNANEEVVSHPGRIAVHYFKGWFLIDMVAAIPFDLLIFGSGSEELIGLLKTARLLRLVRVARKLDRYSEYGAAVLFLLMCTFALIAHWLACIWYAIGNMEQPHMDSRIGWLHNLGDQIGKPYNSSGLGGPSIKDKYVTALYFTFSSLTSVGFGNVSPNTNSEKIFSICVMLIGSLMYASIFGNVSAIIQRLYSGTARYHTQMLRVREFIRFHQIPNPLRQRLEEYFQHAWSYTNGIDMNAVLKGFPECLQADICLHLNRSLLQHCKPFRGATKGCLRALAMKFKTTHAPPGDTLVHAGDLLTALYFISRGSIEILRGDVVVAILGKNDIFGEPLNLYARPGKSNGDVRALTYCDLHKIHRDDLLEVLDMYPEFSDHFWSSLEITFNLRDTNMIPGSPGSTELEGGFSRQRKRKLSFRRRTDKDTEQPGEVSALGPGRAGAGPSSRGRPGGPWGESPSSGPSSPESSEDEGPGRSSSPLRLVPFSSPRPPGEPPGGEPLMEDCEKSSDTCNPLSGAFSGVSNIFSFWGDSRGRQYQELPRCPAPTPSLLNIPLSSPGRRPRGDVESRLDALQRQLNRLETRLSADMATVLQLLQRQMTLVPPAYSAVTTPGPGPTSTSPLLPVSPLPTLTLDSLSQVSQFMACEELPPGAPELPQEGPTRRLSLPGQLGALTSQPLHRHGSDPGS
TRPC4 potent: allosterically enhances the mouse TRPC4 cation channel | Q9QUQ5 | HEK293 TRPC4beta/mu-opioid, DAMGO EC20, Fluo-4 Ca2+ flux; stronger effect = higher value | B-score at 10 µM | 310,000 tested, 0.42% active | AID 2227;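 active = B-score of calcium response area above 5 SD of library B-scores, with initial fluorescence ratio within 5 SD of library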;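 also: B-score of integrated fluorescence ratio over time as area under calcium response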
KCNQ1 act: potentiates or activates the human KCNQ1 potassium channel. P51787. CHO-K1 KCNQ1, thallium flux FluxOR fluorescence; stronger effect = higher value. B-score at 10 µM. 310,000 tested, 0.35% active. AID 2648;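 active = fluorescence ratio B-score, a plate-corrected score, at least three library SD, with initial intensity B-score within 5 SD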
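Doses: Single concentration per compound, DMSO matched to controls | Test system: KCNQ1-transfected CHO-K1 cells | Timing: 90 min dye loading and 20 min compound exposure, both at room temperature | Measured by: Kinetic FluxOR thallium fluorescence, 10-s 1-Hz baseline, 110-s post-stimulus read | Medium: Assay buffer with matched DMSO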
* marks the source's active call; other numbers are inactive results; i = inactive; / = no result given. A portion of the library, so the mix of outcomes need not match the whole.

Order of results: PolyA inhibitor, TRPC4 inh, KCNK3 block, KCNK9 block, DYRK1A inh, TRPC4 act, Platelet DG rel, KCNQ1 block, hERG protect, TRPC4 potent, KCNQ1 act
> COC(=O)c1c(NC(=O)c2cccnc2)sc(C(=O)N(C)C)c1C
 : i, i, i, i, -6, i, 8, i, -3, i, i
> CC1CCN(S(=O)(=O)c2ccc3[nH]c(=O)cc(C(=O)O)c3c2)CC1
 : i, i, i, i, 4, i, -7, i, 1, i, i
> Cc1ccc(C(=O)N[C@H](C(=O)OCC(=O)NC2CCS(=O)(=O)C2)C(C)C)cc1 (stereo partly specified)
 : i, i, i, i, -5, i, -3, i, -4, i, i
> COc1cccc(C2Cc3ccccc3C(=O)O2)c1 (stereo unspecified)
 : i, i, i, i, 11, i, 7, i, -1, i, i
> CCOC(=O)C(=CNc1nc(-c2ccccc2)c(C(=O)Nc2ccc(-c3ccccc3)cc2)s1)C(=O)OCC
 : i, i, i, i, 3, i, -2, i, -4, i, i
> O=S(=O)(NCc1cccc(C(F)(F)F)c1)NCc1ccccc1F
 : i, i, i, i, 3, i, -1, i, -4, i, i
> COc1ccc(-c2noc(COc3ccc4c(c3)OCO4)n2)cc1OC
 : i, i, i, i, -9, i, 2, i, -9, i, i
> CC(Oc1ccc(Cl)cc1Cl)C(=O)NNC(=O)C(=O)N1CCCCC1 (stereo unspecified)
 : i, i, i, i, -3, i, 6, i, -9, i, i
> Nc1c(C(=O)NC2CCCCC2)nsc1C(=O)OCC(=O)NC1CCCCC1
 : i, i, i, i, -2, i, -1, i, -10, i, i
> c1ccc(-c2cnc(CN3CCN(c4ccccc4)CC3)o2)cc1
 : i, i, i, i, -4, i, -12, i, -11, i, i
> COc1ccc(C(=O)N(C)Cc2ccon2)cc1OC1CCN(C(C)C)CC1
 : i, i, i, i, 0, i, 5, i, -9, i, i
> CCOc1ccc(/C=C/C(=O)OCC(=O)c2ccccc2OC)cc1OC
 : i, i, i, i, 1, i, 3, i, -15, i, i
> CCc1ccc(N/C(SC)=C(/C#N)C(N)=O)cc1
 : i, i, i, i, -2, i, -1, i, -7, i, i
> CC(C)Oc1ccc(C2CC(=O)NC2=O)cc1 (stereo unspecified)
 : i, i, i, i, 11, i, 0, i, -9, i, i
> CC(OC(=O)CN1C(=O)COc2ccccc21)C(=O)NCc1ccc(F)cc1 (stereo unspecified)
 : i, i, i, i, -3, i, -10, i, -12, i, i
> CCC(C)(C(=O)NC1CCCCC1)N(Cc1ccco1)C(=O)c1ccc2c(c1)OCO2 (stereo unspecified)
 : i, i, i, i, 4, i, 4, i, -12, i, i
> CC(C)n1cnnc1SCC(=O)NNC(=O)COc1ccc(Cl)cc1
 : i, i, i, i, -5, i, -2, i, -14, i, i
> O=C(NCCCN1CCOCC1)C1CCC(=O)N1C1CCCCC1 (stereo unspecified)
 : i, i, i, i, -7, i, 4, i, -8, i, i
> O=C(O)c1ccc(N/N=C/c2ccc(-c3ccc(Cl)cc3Cl)o2)cc1
 : i, i, i, i, 4, i, 2, i, -10, i, i
> Cc1cc(=O)[nH]c(SCC(=O)Nc2ccc(S(=O)(=O)N3CCCCC3)cc2)n1
 : i, i, i, i, -4, i, 1, i, -15, i, i
> Cc1cc2cc(C)c3nnc(SCc4ccccn4)n3c2cc1C
 : i, i, i, i, 1, i, -5, i, -12, i, i
> CCCn1c(C)cc(/C=C(\C#N)C(=O)OCC(=O)Nc2ccc(OC)c(Cl)c2)c1C
 : i, i, i, i, 7, i, 1, i, -4, i, i
> Cc1nc(NC(=O)CSc2nc(N)cc(N)n2)sc1C
 : i, i, i, i, 4, i, 8, i, 0, i, i
> O=C(CN(c1cc(Cl)ccc1Cl)S(=O)(=O)c1ccccc1)N1CCOCC1
 : i, i, i, i, -4, i, 0, i, -12, i, i
> O=C(O)c1cccc(-n2cccc2/C=C2/NC(=O)N(Cc3ccccc3F)C2=O)c1
 : i, i, i, i, -5, i, 3, i, -10, i, i
> N/C(=N\OC(=O)COc1ccc(Br)cc1)c1cccc([N+](=O)[O-])c1
 : i, i, i, i, /, i, 22, i, -4, i, i
> O=C(CN1CCN(c2ncc(C(F)(F)F)cc2Cl)CC1)Nc1ccc2c(c1)OCO2
 : i, i, i, i, -5, i, -5, i, -2, 10*, i
> CCOC(=O)COc1ccc(S(=O)(=O)Nc2ccc3c(c2)OCO3)cc1
 : i, i, i, i, -4, i, 9, i, -5, i, i
> CC(C)N1CC(C(=O)Nc2ccc(S(=O)(=O)N3CCCCC3)cc2)CC1=O (stereo unspecified)
 : i, i, i, i, -3, i, 0, i, -6, i, i
> CCOC(=O)CC(=O)CSc1nc2c(cc1C#N)CCCCCC2
 : i, i, i, i, -3, i, -3, i, -16, i, i

The listing continues.
Order of results: PolyA inhibitor, TRPC4 inh, KCNK3 block, KCNK9 block, DYRK1A inh, TRPC4 act, Platelet DG rel, KCNQ1 block, hERG protect, TRPC4 potent, KCNQ1 act
> CCOC(=O)N/N=C(/c1ccccc1)C1CCCCC1
 : i, i, i, i, -10, i, -5, i, -10, i, i
> COc1cc2c(cc1OC)CN(C(=S)Nc1ccccc1)CC2
 : i, i, i, i, -3, i, 1, i, -9, i, i
> NC(=O)c1ccsc1NC(=O)COC(=O)CCOc1ccccc1
 : i, i, i, i, -3, i, -4, i, -4, i, i
> Cc1nn(CC(=O)N2CCN(Cc3ccccc3)CC2)c(=O)c2ccccc12
 : i, i, i, i, -4, i, /, i, -4, i, i
> CN(C)c1ccc(-c2noc(C3CCN(S(=O)(=O)c4cccc(Cl)c4)CC3)n2)cc1
 : i, i, i, i, 7, i, -8, i, -18, i, i
> O=C(CN1C(=O)NC2(CCCC2)C1=O)Nc1cccc(Cl)c1
 : i, i, i, i, -2, i, 4, i, -5, i, i
> C/C(=N/NC(=O)c1sc(NS(=O)(=O)c2ccccc2)nc1C)c1ccc(F)cc1
 : i, i, i, i, -1, i, -40, i, -8, i, i
> Cc1csc(NC(=O)CSc2nnc(C)n2Cc2ccco2)n1
 : i, i, i, i, 7, i, -4, i, -11, i, i
> COc1ccc(C2C(C(=O)N3CCCCC3)CCC(=O)N2c2cc(OC)c(OC)c(OC)c2)cc1 (stereo unspecified)
 : i, i, i, i, 1, i, 2, i, -7, i, i
> CC(=O)NNc1nc(-c2ccccc2)cs1
 : i, i, i, i, -5, i, -2, i, -9, i, i
> O=C(Nc1nccs1)c1ccc(COc2ccccc2Cl)o1
 : i, i, i, i, -6, i, -19, i, -3, i, i
> O=C(CCn1nc(-c2ccc(Cl)cc2)c2ccccc2c1=O)NCC1CCCO1 (stereo unspecified)
 : i, i, i, i, 0, i, 0, i, -7, i, i
> CCOc1ccc(C(=O)NC2CCN(S(=O)(=O)c3ccccc3)CC2)cc1
 : i, i, i, i, -6, i, -8, i, -6, i, i
> O=S1(=O)CCC(NC(=S)Nc2ccc3ccccc3c2)C1 (stereo unspecified)
 : i, i, i, i, 26, i, 11, i, -1, i, i
> Cc1cc(C(=O)CSc2nnc(NCc3ccccc3)s2)c(C)n1C
 : i, i, i, i, 2, i, 4, i, -4, i, i
> COC(=O)c1ccc(NC(=O)Nc2ccc3c(c2)OCO3)cc1
 : i, i, i, i, -6, i, -18, i, -11, i, i
> CCN1CCN(c2ccc(S(=O)(=O)N3CCCCC3)cc2NC(=O)c2cccc(Cl)c2)CC1
 : i, i, i, i, 4, 45*, -11, i, -10, 18*, i
> Cc1ncc2c(n1)-c1cc(F)ccc1SC2
 : i, i, i, i, -4, i, -5, i, -2, i, i
> CC(C)(C)NCC(O)COCc1ccc(Cl)cc1 (stereo unspecified)
 : i, i, i, i, 2, i, -3, i, -4, i, i
> OC(C#CCCN1CCCCC1)(c1ccccc1)C1CCCCC1 (stereo unspecified)
 : i, i, i, i, 8, i, 0, i, -7, i, i
> O=C(Nc1ccc(F)cc1)NC1(C(=O)NCc2ccc3c(c2)OCO3)CCCCC1
 : i, i, i, i, -11, i, 1, i, -12, i, i
> CC(C)(C)c1csc(NC(=O)c2ccccc2O)n1
 : i, i, i, i, 6, i, 1, 9*, -12, i, i
> CCCCn1nnc(N(C(=O)c2cccs2)C(=O)c2cccs2)n1
 : i, i, i, i, -5, i, 0, i, -5, i, i
> CC(=O)CCC(=O)NC1CCCc2c1cnn2-c1ccc(C(C)(C)C)cc1 (stereo unspecified)
 : i, i, i, i, -5, i, -2, i, -19, i, i
> CCN(CC)S(=O)(=O)c1cccc(C(=O)Nc2nnc(C)s2)c1
 : i, i, i, i, 2, i, -2, i, -3, i, i
> O=C(NC1CCCN(Cc2ccc(Cl)cc2)C1)c1c(F)cccc1F (stereo unspecified)
 : i, i, i, i, -4, i, -2, i, -1, i, i
> COc1ccc(/C=C2\C(=O)NC(=S)N2C(=O)c2ccc(F)cc2)cc1
 : i, i, i, i, -7, i, -10, i, -4, i, i
> CC(=O)NS(=O)(=O)c1ccc(NC(=O)/C=C/c2ccccc2)cc1
 : i, i, i, i, 6, i, 1, i, -13, i, i
> COc1ccccc1NC(=O)CSC(N)=O
 : i, i, i, i, 1, i, 7, i, -6, i, i
> Cc1[nH]c2ccccc2c1/C=C/c1nc2ccccc2c(=O)[nH]1
 : i, i, i, i, 0, i, 4, i, -10, i, i

Next section:
Order of results: PolyA inhibitor, TRPC4 inh, KCNK3 block, KCNK9 block, DYRK1A inh, TRPC4 act, Platelet DG rel, KCNQ1 block, hERG protect, TRPC4 potent, KCNQ1 act
> COc1ccc(C(=O)O)cc1S(=O)(=O)NCc1cccnc1
 : i, i, i, i, -8, i, 3, i, -2, i, i
> CC(=O)Nc1nc(C(=O)Nc2c(C)n[nH]c2C)cs1
 : i, i, i, i, 5, i, 7, i, -5, i, i
> Cc1ccc(S(=O)(=O)NC(C)C(=O)Nc2ccccc2C(=O)N2CCCC2)cc1 (stereo unspecified)
 : i, i, i, i, 4, i, 0, i, -18, i, i
> COc1cc(CN2CC(=O)N(c3cccc(Cl)c3C)C2=S)cc(OC)c1OC
 : i, i, i, i, 0, i, 8, i, -5, i, i
> CCN(CC)S(=O)(=O)c1cccc(NC(=O)Nc2cccc(C(F)(F)F)c2)c1
 : i, i, i, i, 0, i, 3, 11*, -21, i, i

Source: PubChem BioAssay (several laboratories)
